Screening data: PubChem BioAssay, National Center for Advancing Translational Sciences (NCATS)
GAA glycogen mod = alters human alpha-glucosidase cleavage of glycogen. P10253. recombinant GAA, glycogen substrate, Amplex Red glucose oxidase fluorescence. Potency, µM (doses to about 76.4 µM), inactives show at the highest dose activity change, negative = inhibition, most hits filed as inhibitors. 300,000 tested, 0.38% active;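 also: 0% = full enzyme reaction and -100% = no-enzyme basal signal; the screen sought inhibitors and activators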
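Recombinant enzyme (4 nM final) with compounds titrated up to 77 uM and bovine liver glycogen (30 ug) in citrate pH 5.0, 0.01% Tween-20, 37 C 40 min. Released glucose detected by Amplex Red/glucose oxidase (Ex 573/Em 610); AC50 from Hill fits.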
Tau fibril FP = tau fibrillization inhibition (FP); K18 P301L tau heparin fibrillization, Alexa594 FP, 6 h; Potency, µM (top dose mostly 57.7 µM), inactives show top-dose activity, negative = inhibition, hits mostly inhibitors; 280,000 tested, 0.39% active; AID 1468; also: % is scaled to controls: 0 for no effect and ±100 for the full control effect; nearly all actives have a fitted effect of over 55% in size
Target sequence (P10636 561-689 P618L limits assumed): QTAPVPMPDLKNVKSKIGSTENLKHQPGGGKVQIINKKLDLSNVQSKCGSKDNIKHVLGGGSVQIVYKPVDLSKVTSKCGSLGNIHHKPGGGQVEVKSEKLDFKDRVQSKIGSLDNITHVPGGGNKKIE
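Quantitative HTS format: compounds meet 15 uM recombinant K18 P301L tau and Alexa 594-tau tracer in 100 mM sodium acetate pH 7; 20 uM heparin triggers fibrillization at 37 C over 6 hr; FP gives the signal.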
HTT cytoprotect = protects HTT-Q103 PC12 cells, measured by ATP; PC12 HTT-Q103 induced, cytoprotection, ATP luminescence, 40 h; AID 1471; 230,000 tested, 0.14% active; Potency, µM (series often up to 56.4 µM), without a hit: cytoprotection (ATP increase), most hits filed as activators;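 also: % of control where 0% means no effect; nearly all actives have a fitted effect of over 45% in size; toxic huntingtin expression switched on by the ecdysone agonist tebufenozide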
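Compounds were screened for protection of PC12 cells against cell death after tebufenozide induction (100 nM final) of mutant Huntingtin exon 1 (Q103) fused to GFP.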
GAA inhib = alpha-glucosidase (human) inhibition; P10253; purified human GAA, 4-MU-alpha-glucoside fluorescence; Potency, µM (series often up to 76.9 µM), inactives show top-dose activity change, negative = inhibition, hits mostly inhibitors; 200,000 tested, 0.005% active;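 also: plate controls were uninhibited enzyme wells for no effect and no-enzyme background for full effect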
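AC50 values come from Hill fits of compound titrations (up to 77 uM) against 4 nM human enzyme. Substrate 4-methylumbelliferyl-alpha-D-pyranoside at 400 uM, pH 5.0 citrate buffer, 20 min room temperature; fluorescence Ex 365/Em 440 after alkaline stop.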
Tau fibril ThT = blocks human tau fibril formation measured by thioflavin T; Potency, µM (top dose mostly 57.4 µM), without a hit: at the highest dose activity, negative = inhibition, hits mostly inhibitors; 270,000 tested, 2.1% active; recombinant tau K18 P301L, heparin-induced fibrillization, ThT fluorescence; P10636; AID 1460; also: % is scaled to controls: 0 for no effect and ±100 for the full control effect; nearly all actives have a fitted effect of over 55% in size
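ThT emission at 510 nm, taken 1 hr after adding 30 uM dye, quantifies aggregates formed when 20 uM heparin acts on human tau K18 P301L for 6 hr at 37 C.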
GAA spleen mod = lysosomal alpha-glucosidase (human) modulation; human spleen homogenate, 4-MU-alpha-glucoside fluorescence; Potency, µM (titrated, usually from 79.9 µM), for inactives: at the top dose activity change, negative = inhibition, most hits filed as inhibitors; 240,000 tested, 0.006% active; P10253;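 also: 0% = enzyme with vehicle and -100% = no enzyme basal signal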
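AC50 values come from Hill-equation fits of concentration-response data, normalized to no-enzyme and full-activity controls. Enzyme source: 1 ug human spleen homogenate; 1 mM fluorogenic 4-MU glucoside, pH 5.0 citrate buffer, 37 C, 40 min.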
GLA spleen mod = inhibits or activates alpha-galactosidase in human spleen homogenate; AID 2107; human spleen homogenate, 4MU-alpha-Gal fluorescence, 40 min; P06280; Potency, µM (titrated, usually from 80 µM), without a hit: at the highest dose activity change, negative = inhibition, usual class: inhibitors; 240,000 tested, 0.008% active;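 also: 0% = enzyme with vehicle and -100% = no enzyme basal signal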
Target sequence (P06280 32-429 limits assumed): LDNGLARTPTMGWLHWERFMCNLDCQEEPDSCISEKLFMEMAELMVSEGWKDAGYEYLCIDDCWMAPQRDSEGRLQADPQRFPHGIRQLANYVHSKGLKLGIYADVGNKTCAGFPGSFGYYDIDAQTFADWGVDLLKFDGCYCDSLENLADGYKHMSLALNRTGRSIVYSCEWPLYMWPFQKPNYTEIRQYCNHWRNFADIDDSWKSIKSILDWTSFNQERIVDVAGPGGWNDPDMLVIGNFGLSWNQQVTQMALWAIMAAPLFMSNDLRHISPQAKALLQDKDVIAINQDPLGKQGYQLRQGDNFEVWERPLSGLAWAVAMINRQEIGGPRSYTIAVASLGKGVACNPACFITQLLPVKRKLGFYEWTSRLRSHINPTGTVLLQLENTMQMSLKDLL
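Human spleen homogenate (1 ug) was the enzyme source, with 4-methylumbelliferyl-alpha-D-galactopyranoside (1 mM final) in pH 5.0 citrate buffer with 0.01% Tween-20. Compounds were titrated; after 40 min at 37C, NaOH/glycine stop, 4-MU fluorescence read; AC50 from Hill fits.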
Tau fluor cs = counter-screen for tau fibril formation inhibitors. Potency, µM (top dose mostly 57.7 µM), without a hit: at the highest dose activity change, negative = decrease. 280,000 tested, 0.93% active. tau K18 P301L Alexa594 fluorescence, heparin fibrillization. AID 1463; also: % is scaled to controls: 0 for no effect and ±100 for the full control effect; nearly all actives have a fitted effect of over 55% in size
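Human tau K18 P301L (15 uM unlabeled, 0.24 uM Alexa 594-labeled) in 100 mM sodium acetate pH 7 with 20 uM heparin, 6 hr at 37 C. ThT 30 uM added, 1 hr ambient; Alexa 594 FP and total fluorescence read at 555/632 nm.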
The depositor's hits bear a star; ? = inconclusive; nt = not tested or not shown; & = joins results of further samples; [ ] = another dose, or the depositor's remark. Calls follow the shape of the dose curve; as a rule, active = well fitted curve in the direction sought with a large enough effect; inconclusive = small, poorly fitted or top-dose-only effect, or another doubt; inactive = no such curve, though single readings can be large; an effect the other way counts as inactive or inconclusive. Potency is read from the fitted curve at half-maximal effect. Some of the compounds tested; rates above refer to the full screens.

1) CCOc1ccc(-c2cn3c(n2)sc2cc(C(=O)N4CCCC(C)C4)ccc23)cc1 (centres undefined)
2) CC[C@@]1(O)C(=O)OCc2c1cc1n(c2=O)Cc2cc3ccccc3nc2-1
3) O=C(Cc1ccccc1)N1CCN(CC2CC=CCC2)CC1 (centres undefined)
4) Cc1ccc(Cn2nnnc2CN2CCC(n3nnc4cc(C(F)(F)F)ccc43)CC2)cc1
5) O=c1oc2ccccc2c(O)c1C(c1ccccn1)c1c(O)c2ccccc2oc1=O
6) CC(Cc1cccs1)NCc1ccc(Cl)cc1 (centres undefined)
7) CCC(=NCC1CCCO1)c1c(O)n(-c2ccc(Cl)cc2)c(=O)[nH]c1=O (centres undefined)
8) COc1ccc(C=C2C(=O)N(C)C(=O)N(C)C2=O)cc1COc1ccc(NC(C)=O)cc1
9) CC1CCCCN1Cc1cccnc1 (centres undefined)
10) O=c1c2ccccc2nc(-c2ccco2)n1-c1cccnc1
entry no.	1	2	3	4	5	6	7	8	9	10
GAA glycogen mod	15%[76.3 µM]	5%	-2%	-11%	1%	2%	9%	-6%	8%	-4%
Tau fibril FP	-3%	-5%&-8%&-3%&6%	1%	-9%	12%	-13%	6%	-7%	0%	-5%
HTT cytoprotect	nt	-236%[inhibitor]	12%	-1%[10 µM]	13%[10 µM]	-4%[10 µM]	-6%	9%[10 µM]	16%	5%
GAA inhib	nt	nt	-14%	?	-3%	-4%	2%	nt	-1%	1%
Tau fibril ThT	?	-13%&-7%&-7%	-6%	?	?	-5%	0%	?	-5%	-4%
GAA spleen mod	nt	?	1%	11%	-4%	-3%	-4%	0%	-1%	-4%
GLA spleen mod	nt	?	1%	3%	-16%	12%	-4%	-14%	-4%	-3%
Tau fluor cs	-24%	-8%&-17%&-13%&2%	-7%	-18%	-19%	-3%	-2%	-16%	-2%	-6%

11) C(#CCN1CCOCC1)COC/C=C/c1ccccc1
12) CCN1CCN(c2ccc(NC(C)=O)cc2Cl)CC1
13) O=P(Nc1cccnc1)(Oc1ccccc1Cl)Oc1ccccc1Cl
14) CCOC(=O)C(O)(c1ccc(N=Cc2ccccc2O)c(C)c1)C(F)(F)F (centres undefined)
15) Cc1oc(-c2ccc(Cl)cc2)nc1CS(=O)CC(=O)N1CCC2(CC1)OCCO2 (centres undefined)
16) Cc1c(C=C2C(=O)NC(=O)NC2=O)c(=O)n(-c2ccccc2)n1C
17) Cc1ccc(C)c(CN2CCC(n3nnc4cc(F)ccc43)CC2)c1
18) CCOc1ccc(C2SCC(=O)Nc3c2c(C)nn3C2CCOC(C)(C)C2)cc1 (centres undefined)
19) COc1ccc(CCN)cc1OC
20) CCOC(=O)c1c(C)n(C(C)C)c2ccc(OC(=O)c3ccc(N4C(=O)CCC4=O)cc3)cc12
entry no.	11	12	13	14	15	16	17	18	19	20
GAA glycogen mod	-8%	-15%	-9%	6%	5%	-4%	6%	-9%	-2%	-7%
Tau fibril FP	-2%	0%	3%	4%	4%	0%	1%	-11%	-5%	?
HTT cytoprotect	-7%	-3%[10 µM]	-6%[10 µM]	-12%[10 µM]	-18%	?	17%[10 µM]	2%[10 µM]	-16%[10 µM]	6%[10 µM]
GAA inhib	-2%	5%	-4%	3%	10%	5%	-12%	1%	nt	?
Tau fibril ThT	-2%	-8%	-5%	4%	-11%	?	-1%	-4%	13%	7%
GAA spleen mod	3%	-4%	-10%	3%	-11%	0%	0%	1%	4%	-16%
GLA spleen mod	14%	3%	-5%	21%	-8%	1%	-1%	-4%	-8%	1%
Tau fluor cs	-7%	-2%	-4%	5%	-4%	3%	-5%	-10%	19%	-3%

21) O=C(COc1ccc(S(=O)(=O)N2CCOCC2)cc1)N1CCN(Cc2ccc3c(c2)OCO3)CC1
22) COc1ccc2[nH]cc(CCNCc3ccc(Br)cc3)c2c1
23) Ic1cncc(OC[C@@H]2CCN2)c1
24) CCOC(=O)c1ccc(N2C(=O)c3n[nH]c(-c4cccs4)c3C2c2ccc(C(C)(C)C)cc2)cc1 (centres undefined)
25) CSc1ccccc1C(=O)C1CCCN(Cc2ccccn2)C1 (centres undefined)
26) CCCCn1c(O)c(C(CC)=NCCCn2ccnc2)c(=O)[nH]c1=O
27) Cc1ccc(C2(O)CC(C)N(C)CC2C)cc1 (centres undefined)
28) CCOC(=O)C1=C(CN2CCN(c3ccc(C)cc3C)CC2)NC(=O)NC1c1ccc(OC)cc1 (centres undefined)
29) C1CCC2S[C@H]3CCCCC3NC2C1 (some centres undefined)
30) CC(C)OC(=O)C1C2c3ccccc3C(c3ccccc32)C1C(=O)O (centres undefined)
entry no.	21	22	23	24	25	26	27	28	29	30
GAA glycogen mod	-4%	nt	nt	-5%[76.3 µM]	-11%	3%	-13%	-18%[76.3 µM]	1%	18%
Tau fibril FP	6%	3%	5%	?	-1%	3%	2%	6%	1%	-8%[2.34 µM]
HTT cytoprotect	17%[10 µM]	-50%[inhibitor]	29%	nt	7%[10 µM]	14%[10 µM]	11%	nt	23%[10 µM]	11%[10 µM]
GAA inhib	-2%	nt	nt	nt	-7%	nt	0%	nt	nt	-3%
Tau fibril ThT	-11%	-12%	-1%	-2%	-9%	-2%	6%	?	nt	-2%
GAA spleen mod	-6%	-3%	-6%	nt	-10%	4%	4%	nt	3%	-4%
GLA spleen mod	-2%	-10%	-5%	nt	6%	5%	-3%	nt	6%	-20%
Tau fluor cs	-12%	-18%	-2%	-20%	-7%	6%	2%	-20%	-7%	-14%

Quoted at random: six entries already listed
29) C1CCC2S[C@H]3CCCCC3NC2C1 (some centres undefined)
24) CCOC(=O)c1ccc(N2C(=O)c3n[nH]c(-c4cccs4)c3C2c2ccc(C(C)(C)C)cc2)cc1 (centres undefined)
28) CCOC(=O)C1=C(CN2CCN(c3ccc(C)cc3C)CC2)NC(=O)NC1c1ccc(OC)cc1 (centres undefined)
22) COc1ccc2[nH]cc(CCNCc3ccc(Br)cc3)c2c1
23) Ic1cncc(OC[C@@H]2CCN2)c1
27) Cc1ccc(C2(O)CC(C)N(C)CC2C)cc1 (centres undefined)
entry no.	29	24	28	22	23	27
GAA glycogen mod	1%	-5%[76.3 µM]	-18%[76.3 µM]	nt	nt	-13%
Tau fibril FP	1%	?	6%	3%	5%	2%
HTT cytoprotect	23%[10 µM]	nt	nt	-50%[inhibitor]	29%	11%
GAA inhib	nt	nt	nt	nt	nt	0%
Tau fibril ThT	nt	-2%	?	-12%	-1%	6%
GAA spleen mod	3%	nt	nt	-3%	-6%	4%
GLA spleen mod	6%	nt	nt	-10%	-5%	-3%
Tau fluor cs	-7%	-20%	-20%	-18%	-2%	2%

(more compounds)
31) O=C(Cc1ccccc1)NC(Cc1ccc(Cl)cc1)C(=O)O (centres undefined)
32) CN(C)C1C(=O)C(C(N)=O)=C(O)[C@@]2(O)C(=O)C3=C(O)c4c(O)cccc4[C@@](C)(O)C3[C@H](O)C12 (some centres undefined)
33) O=C(COc1ccc(Br)cc1)N1CCN(Cc2c[nH]c3ccccc23)CC1
34) Cc1ccc(OP(=O)(NCc2ccccc2)Oc2ccc(C)cc2)cc1
35) O=c1[nH]c(=O)n(-c2ccccc2Cl)c(O)c1C=NCCN1CCCCC1
36) COC(=O)C(O)(c1c[nH]c2ccccc12)C(F)(F)F (centres undefined)
37) Cn1cnc(CCN)c1
38) CCN(CC)c1ccc(C=C2C(=O)N(C)C(=S)N(C)C2=O)o1
39) COC(=O)C(O)(c1ccc(NC(=O)c2ccco2)c(OC)c1)C(F)(F)F (centres undefined)
40) O=[N+]([O-])c1ccc2nc(CCCc3nc4ccc([N+](=O)[O-])cc4[nH]3)[nH]c2c1
41) NCCc1ccc(S(N)(=O)=O)cc1
42) COc1cc(C(=O)Nc2ccc(Br)cc2C(=O)c2ccccc2)cc(OC)c1OC
43) CN=C(NC#N)NCCSCc1nc[nH]c1C
entry no.	31	32	33	34	35	36	37	38	39	40	41	42	43
GAA glycogen mod	9%	nt	2%	-10%	5%	5%	nt	11%	10%	18%	-1%	9%	0%
Tau fibril FP	-1%	?	12%	1%	2%	-5%	-2%	-12%	5%	-3%	3%	-9%	-7%&-4%&-1%&-1%&-1%&-9%
HTT cytoprotect	-6%[10 µM]	-15%[1.9 µM]	-84%[inhibitor]	nt	9%[10 µM]	19%	12%[1.9 µM]	nt	-6%	nt	-40%[inhibitor]	-23%	-34%[inhibitor]
GAA inhib	nt	nt	?	-7%	-14%	5%	nt	2%	-5%	0%	-1%	5%	-2%[15.4 µM]
Tau fibril ThT	-12%	7.1µM*	-15%	?	1%	8%	-4%	10µM*	0%	?	6%	2%	-9%&1%&-3%&4%&-10%&-4%
GAA spleen mod	-3%	14%	5%	-3%	-17%	1%	4%	-13%	-4%	-7%	-1%	-5%	-2%&10%&0%&0%&9%&-2%&4%
GLA spleen mod	-5%	-3%	7%	-6%	-4%	12%	-7%	-3%	-6%	-12%	-3%	0%	?
Tau fluor cs	-5%	?	?	-15%	6%	1%	2%	-1%	-2%	-7%	4%	1%	-4%&-3%&-1%&-3%&-2%&-8%
